UHRF1 binding – blocks human UHRF1 binding to methylated DNA | UHRF1 binding to methylated oligo, TR-FRET | 370,000 compounds, 0.75% hits | inhibition, % at 4.4 µM | Q96T88 | AID 687016; in the data active means inhibition above about 21%;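 further: UHRF1 SRA domain binding a hemimethylated CpG hairpin DNA probe; 0% = median of test compound wells and 100% = reference inhibitor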
TCR-CD3 inh – blocks the human TCR-CD3 interaction; TAMRA-labeled TCR probe fluorescence, biochemical; inhibition, % at 9.4 µM; 360,000 compounds, 0.37% hits; AID 651800; in the data active means inhibition above about 19%;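 further: recombinant mutant TCR 2C K166C tagged with TAMRA read by polarization; 0% = receptor in buffer alone and 100% = receptor with positive control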
mABHD4 FP – inhibitors of mouse ABHD4; Q8VD66; 370,000 compounds, 0.54% hits; purified mABHD4, FP-Rh probe fluorescence polarization; inhibition, % at 8.92 µM;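 active means inhibition exceeding the mean over every tested compound plus 3 SD, cut at about 30% in these data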;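 further: 0% = plate median of compound wells and 100% = S159A mutant with DMSO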
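system = mouse ABHD4 enzyme, wild type | medium = HEPES pH 7.0, NaCl, Pluronic buffer | also added = FP-Rh probe | incubation = Enzyme–compound pre-incubation 45 min, then probe 60 min, both 25 °C | technique = fluorescence polarization, excitation 525 nm, emission 598 nm, BODIPY TMR filters | controls = S159A mutant high control, sample median low control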
PG9 binder – small molecules binding HIV-1 gp120 antibody PG9. 360,000 compounds, 0.43% hits. inhibition, % at 6.7 µM. TR-FRET gp120-PG9 antibody binding; in the data active means inhibition above about 8.5%
SIAE primary – human SIAE inhibition, primary screen; Q9HAT2; SIAE FP-Rh probe binding, fluorescence polarization; inhibition, % at 9.66 µM; 370,000 compounds, 0.69% hits;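 active means inhibition above a cutoff: mean of compounds within the control limits plus 3 SD of those, cut at about 17% in these data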;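 further: 0% = plate median of compound wells and 100% = probe without SIAE protein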
Tn7 DDE FP – disrupts Tn7 cyclic peptide binding to fibrin D-Dimer-E complex; P02675; AID 720508; FP displacement of FITC-Tn7 peptide from fibrin DD(E); 0% = median of compound wells per plate; 370,000 compounds, 0.13% hits; inhibition, % at 8.3 µM;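 active means inhibition above the mean of compounds falling within the control limits plus 3 SD of them, cut at about 14% in these data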;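 further: 0% = plate median of compound wells and 100% = 10 µM Aha-Tn7 peptide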
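Measure: % inhibition scaled between sample-field median and high-control FP; Test system: human fibrin DD(E); Quantity: 2 µM final DD(E) protein; Doses: one dose, 8.3 µM nominal; Schedule: compound with protein 10 min, then 3 h after probe, room temperature; Detection: fluorescence polarization; Medium: Tris buffer with calcium and detergent, pH 7.8.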
TDP2 absorb – TDP2 (human) inhibition, absorbance primary screen | 370,000 compounds, 0.34% hits | recombinant TDP2, T5PNP hydrolysis, p-nitrophenol absorbance 415 nm | O95551 | AID 720702 | inhibition, % at 12.8 µM;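 active means inhibition above the mean of all tested compounds plus 3 SD, set per campaign, cut at about 25% in these data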;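 further: 0% = DMSO with enzyme and 100% = buffer with substrate but no TDP2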
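System – recombinant human TDP2 · Amount – 120 nM TDP2 per well · Buffer or medium – Mg2+-containing Tris-HCl buffer, pH 7.5 · Reagent – T5PNP substrate, 5 mM · Dosing – 12.8 µM single point, 1% DMSO · Incubation – 2 h at 37 °C · Measured by – epi absorbance · Read-out basis – percent inhibition · Benchmarks – high control without enzyme, low control DMSO plus TDP2 · Repeats – singlicate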
HTRA1 inhibitor – inhibitors of human serine peptidase HTRA1 | AID 504803 | inhibition, % at 5.96 µM | Q92743 | 340,000 compounds, 0.5% hits | recombinant HTRA1, FP-rhodamine activity-based probe, fluorescence polarization; in the data active means inhibition above about 36%;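 further: 0% = enzyme with DMSO and 100% = wells lacking enzyme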
Target sequence (Q92743 whole entry, looked up): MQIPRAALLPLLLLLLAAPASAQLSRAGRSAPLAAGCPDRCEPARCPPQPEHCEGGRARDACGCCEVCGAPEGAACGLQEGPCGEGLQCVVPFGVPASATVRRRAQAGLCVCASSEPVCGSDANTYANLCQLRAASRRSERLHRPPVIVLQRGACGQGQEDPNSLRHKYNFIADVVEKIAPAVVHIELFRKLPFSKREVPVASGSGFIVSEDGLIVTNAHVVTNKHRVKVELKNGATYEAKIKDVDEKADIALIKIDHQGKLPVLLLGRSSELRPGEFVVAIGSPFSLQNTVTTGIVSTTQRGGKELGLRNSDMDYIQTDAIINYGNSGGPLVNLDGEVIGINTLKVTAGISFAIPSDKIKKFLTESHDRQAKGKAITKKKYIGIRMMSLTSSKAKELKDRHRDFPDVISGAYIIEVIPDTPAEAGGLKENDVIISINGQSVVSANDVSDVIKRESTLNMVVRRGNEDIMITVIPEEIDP
PRMT1 inh – PRMT1 (human) inhibition, primary screen; recombinant PRMT1, activity-based probe fluorescence polarization; 370,000 compounds, 1.3% hits; inhibition, % at 2.79 µM;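 active means inhibition above about 21% made by adding two undisclosed values, limit read from the data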
Target sequence (Q99873 whole entry, looked up): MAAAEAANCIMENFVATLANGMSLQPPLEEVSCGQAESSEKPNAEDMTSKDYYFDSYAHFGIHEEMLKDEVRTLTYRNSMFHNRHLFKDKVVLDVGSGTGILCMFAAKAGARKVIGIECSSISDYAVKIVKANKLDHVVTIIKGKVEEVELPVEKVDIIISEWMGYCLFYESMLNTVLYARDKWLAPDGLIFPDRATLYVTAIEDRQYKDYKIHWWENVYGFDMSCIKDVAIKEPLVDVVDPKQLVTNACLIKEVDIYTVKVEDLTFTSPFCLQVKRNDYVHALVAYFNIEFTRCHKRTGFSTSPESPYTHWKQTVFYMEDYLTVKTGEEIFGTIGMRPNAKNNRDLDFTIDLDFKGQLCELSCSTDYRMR
LEDGF integ inh – blocks HIV-1 LEDGF/p75-dependent DNA integration; TR-FRET IN-LEDGF/p75 DNA integration, Eu/Cy5; inhibition, % at 3.7 µM; 370,000 compounds, 0.64% hits; AID 743269;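 active means inhibition above the screen-wide mean plus 3 SD, cut at about 13% in these data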;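 further: signal is the Cy5 over europium emission ratio at 671 and 618 nm; 0% = plate median of compound wells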
The depositor's hits bear a star; . = not tested or not shown.

SMILES	UHRF1 binding	TCR-CD3 inh	mABHD4 FP	PG9 binder	SIAE primary	Tn7 DDE FP	TDP2 absorb	HTRA1 inhibitor	PRMT1 inh	LEDGF integ inh
CCN(CC(=O)Nc1ccc(OC)cc1)C(=O)Cc1ccc(OC)c(S(=O)(=O)N2CCOCC2)c1	3.7	0.7	10.5	1.9	3.4	0.4	-0.9	0.7	-1.4	-2.5
COC(=O)N1C(=O)[C@](c2ccsc2)(C(C)C)N1C(=O)OC	-6.1	-1.2	-2.4	0.3	7.1	3.0	2.6	4.8	-4.2	-2.8
CCCCC(CC)C(=O)Oc1ccc(O)c(C(C)(C)C)c1 (centres undefined)	5.3	-6.7	-42.7	0.6	-3.2	-9.4	-14.0	4.2	3.0	1.4
COc1cccc(/C=C/C(=O)c2cccc([N+](=O)[O-])c2)c1	7.5	3.4	0.2	-0.4	-3.7	3.4	-8.5	-14.7	0.0	-0.7
CCOC(=O)Oc1ccc2oc(=O)cc(C)c2c1	-0.2	7.5	-9.9	-0.8	-0.9	-5.3	-4.0	17.4	-3.7	3.8
O=C(Cc1ccc(-n2cccc2)cc1)N1CCc2ccccc21	-0.7	8.1	5.1	-0.1	3.4	1.2	-1.7	-7.2	7.0	0.2
Cc1ccccc1C(=O)N1CCC(C(=O)Nc2ccc3c(c2)OCO3)CC1	1.5	0.6	2.9	0.2	-3.4	3.4	-0.6	6.7	0.3	0.1
Cc1cc([N+](=O)[O-])ccc1NC(=O)CN1C2CCC1CC(NC(=O)NC13CC4CC(CC(C4)C1)C3)C2 (centres undefined)	3.7	-4.2	-13.9	-1.3	-14.0	7.1	-2.9	-7.7	10.1	0.0
COc1ccc2c(c1OC)C(=O)OC2Nn1cncn1 (centres undefined)	12.6	5.0	0.2	-3.3	-6.0	-15.1	2.1	-7.1	5.7	2.3
CCN1CCN(CC(=O)c2cc(OC)c(OC)c(OC)c2)CC1	2.5	-5.3	-5.0	-1.8	-1.2	-3.5	-5.5	-2.5	-1.1	8.0
Cn1ccc2c(N3CCCCCCC3)cc3c(c21)C1CCC3O1 (centres undefined)	0.3	91.2*	39.9*	-9.8	49.0*	7.8	9.2	.	12.7	3.7
O=C(O)CC/C(=C\c1ccc(Cl)c([N+](=O)[O-])c1)c1nc2ccccc2s1	0.1	-1.6	-6.8	0.6	-7.5	-2.2	3.2	-3.2	2.4	6.0
Cc1ccc(C2=NCCn3nc4cc([N+](=O)[O-])ccc4c32)cc1	-3.0	1.0	4.1	-1.5	1.8	1.9	1.0	-5.0	8.3	-2.0
COc1ccccc1C(=O)NC1CCCCN(Cc2ccc(Cl)cc2)C1=O (centres undefined)	0.4	.	-1.3	.	-2.8	7.3	-8.5	.	3.3	-3.3
CCOc1nc(NCCO)nc(NCCC2=CCCCC2)n1	4.1	8.1	5.3	-0.3	-1.6	4.2	-11.3	4.3	-0.9	-3.7

Single entries from the list:
HTRA1 inhibitor result of CCOC(=O)Oc1ccc2oc(=O)cc(C)c2c1 stands at 17.4
LEDGF integ inh result of Cc1ccccc1C(=O)N1CCC(C(=O)Nc2ccc3c(c2)OCO3)CC1 stands at 0.1
HTRA1 inhibitor result of Cc1ccc(C2=NCCn3nc4cc([N+](=O)[O-])ccc4c32)cc1 stands at -5.0

Following part.
SMILES	UHRF1 binding	TCR-CD3 inh	mABHD4 FP	PG9 binder	SIAE primary	Tn7 DDE FP	TDP2 absorb	HTRA1 inhibitor	PRMT1 inh	LEDGF integ inh
Nc1ccc2c(c1)C(=O)Cc1ccccc1S2	49.4*	-4.0	17.7	-0.6	-1.5	-2.5	-5.9	21.0	5.4	0.2
CCCNc1nc(OCC(F)(F)F)nc(OCC(F)(F)F)n1	2.8	-0.7	0.5	-0.6	0.1	2.8	-2.7	-1.7	1.6	-2.4
O=C(O)COn1c(-c2ccc(Cl)cc2)nc2ccc(Cl)cc21	-0.6	-6.1	-5.7	0.6	-3.0	-3.2	-0.5	1.0	3.7	2.1
CCOC(=O)N1CCN(C(=O)C[C@@H]2C(=O)N(Cc3ccc(OC)cc3)/C3=C/CCCCC[C@@]32C(=O)OCC)CC1	-0.7	.	5.4	.	1.1	-3.0	1.2	.	-2.5	-0.1
O=C(c1cccc(C(F)(F)F)c1)C1CCCN(Cc2cccn2-c2ccccn2)C1 (centres undefined)	0.5	4.9	1.6	-0.3	3.0	-0.1	1.3	-6.8	0.0	-1.4
CC(C)(C)n1nnnc1C(c1ccccc1)N1CCN(C(=O)C2CCCO2)CC1 (centres undefined)	0.6	-0.6	-7.1	0.1	2.9	-2.8	-8.2	.	-4.6	1.3
CC(=O)Nc1ccc(CN(C)c2c(C)nc3ccc(C(=O)NCCCn4ccnc4)cn23)cc1	2.8	-4.9	-2.2	-0.4	2.0	-0.5	-1.0	.	3.7	-3.1
CCOC(=O)c1c(C)[nH]c(C(=O)OCC(=O)N(C)CC(=O)Nc2ccccc2Cl)c1C	5.9	2.6	-5.8	0.6	2.0	-2.2	-21.6	-9.3	11.2	-5.3
O=C(CCCc1ccccc1)NCc1cn2ccsc2n1	-1.2	-0.7	-7.7	1.3	6.0	-3.8	-11.1	1.7	1.6	-0.1
Cc1ccc(C(=O)N2CCCCC2)cc1S(=O)(=O)N1CCOCC1	0.5	7.9	1.2	-2.4	-10.4	-5.7	4.9	0.1	-0.3	3.0
COc1ccc(Cl)cc1-c1nc(SCC(=O)NCCN2C(=O)CSC2=O)n[nH]1	-3.7	8.5	1.1	0.4	1.4	0.4	4.3	-2.1	-5.0	2.7
COc1ccc(CNC(=O)c2coc(=O)c3ccccc23)c(OC)c1	-1.4	-6.2	3.1	-0.4	1.3	-3.2	1.9	2.9	0.9	-2.8
Cc1csc(NC(=O)CSc2nnc(C)n2Cc2ccco2)n1	3.2	0.4	2.8	-0.7	1.2	-3.1	-2.2	4.0	-1.0	-2.2
CCCNc1ncccc1C(N)=O	6.5	-9.7	-14.5	2.6	-3.1	2.0	-12.8	-1.6	3.2	3.4
O=C(Nc1ccccc1)C1=C[C@@H](c2coc3ccccc3c2=O)C[C@@H](OCc2ccc(CO)cc2)O1	1.5	1.9	-3.2	-0.1	-8.4	-4.4	2.2	-23.8	-2.1	-0.7
COc1cccc(/C=N/Nc2ccccc2C(=O)O)c1O	3.3	5.2	10.3	-3.3	-1.0	4.0	8.3	2.5	1.6	-1.0
C[C@H]1[C@@H]2C[C@@]3(O[C@H](c4ccc(C(F)(F)F)cc4)N=C3C[C@@H]1c1ccccc1)N(Cc1ccncc1)C2=O	-1.2	-3.3	-9.6	-0.6	3.6	3.3	10.5	.	-3.5	-0.2
Cc1ccc(-c2nc(C=Nc3ccccc3)c(O)o2)cc1	-2.4	0.6	22.8	-2.7	11.1	-1.9	-16.2	-11.1	-3.2	3.5
Cc1cc(C)cc(Cn2cc(CN3CC(N4CCCCC4)CS3(=O)=O)nn2)c1 (centres undefined)	7.8	2.2	1.5	-1.2	1.3	-4.2	-5.4	.	-1.0	2.6
CCOC(=O)/C(=N\Nc1ccccc1Cl)N1CC(C)OC(C)C1 (centres undefined)	6.9	1.5	1.1	-2.4	3.2	-0.6	16.5	-7.9	2.4	2.7
C[C@H]1CCCCO[C@@H](CN(C)C(=O)NC2CCCCC2)[C@@H](C)CN([C@@H](C)CO)C(=O)c2cc(NC(=O)Cc3ccccc3)ccc2O1	0.1	5.5	-5.0	-1.8	4.5	-1.0	5.5	-11.8	-2.6	-1.1
COc1ccc(C(=O)NCC(=O)OCC(=O)NC23CC4CC(CC(C4)C2)C3)cc1	0.2	1.6	2.4	-1.9	-5.2	-1.9	1.4	8.7	1.4	2.9
CCC(=O)c1cn(/C(=C\C(=O)OC(C)(C)C)CCC(OC)OC)cc1CC	-1.7	5.8	-1.2	0.6	3.5	-4.0	0.1	-2.2	-1.4	-1.2
CCCNC(=O)Nc1nc(CC(=O)OCC)cs1	5.3	-2.9	4.7	-2.8	-4.3	-0.7	0.6	-2.5	0.2	-4.3
CCC(C)NC(=O)CSc1nnc(-c2c[nH]c3ccccc23)o1 (centres undefined)	-2.5	2.7	-0.3	-2.0	-12.1	3.0	6.3	2.9	1.6	-3.6
Cc1nc(C(=O)N(C)C)nn1-c1cc(Cl)ccc1Cl	-0.6	2.2	-1.4	1.6	-3.6	-6.3	-2.1	3.5	-2.0	-2.2
Cc1ccc(S(=O)(=O)N(CC(=O)Nc2cccnc2)c2cccc([N+](=O)[O-])c2)cc1	8.9	3.3	4.1	0.7	-8.0	-1.3	12.3	-0.4	3.6	-0.5
CCOC(=O)N1CCN(C(=O)C(=O)Nc2sc3c(c2C(N)=O)CC(C)(C)OC3)CC1	3.4	-7.5	1.6	-0.1	2.4	1.5	3.5	8.3	5.9	0.4
COc1ccc(Cl)cc1NC(=O)COC(C)=O	-1.0	6.3	7.8	2.5	8.8	6.1	15.2	-13.7	-3.7	-0.2
COCCNC(=O)C(C)N(c1ccc(OC)cc1)S(C)(=O)=O (centres undefined)	-0.3	-0.3	8.1	-0.5	0.3	-0.1	11.1	-3.4	4.3	1.5
Cc1nn(-c2ccccc2)c(Cl)c1/C=C1\SC(=S)N(CCCCCC(=O)O)C1=O	-2.0	-5.5	-5.4	0.9	-21.2	-2.0	9.9	-22.3	-1.9	3.8
O=C(Nc1cccc(S(=O)(=O)N2CCOCC2)c1)C1CCN(S(=O)(=O)c2ccccc2)CC1	-1.6	7.7	4.0	-1.1	-2.0	-9.1	5.2	1.4	-2.5	4.3
Clc1ccc(-c2cc(C3CCNCC3)[nH]n2)cc1	0.7	-1.9	2.6	-0.9	-2.1	3.9	0.9	-3.5	3.0	0.4
O=C1C2C(C(=O)N1c1ccc3c(c1)OCO3)C1C=CC2C12CC2 (centres undefined)	-2.7	-3.9	7.5	0.3	4.6	-2.8	10.2	2.1	-2.4	0.5
COc1ccc(C/C(C)=N/NC(=S)Nc2ccccc2)cc1	1.3	0.5	2.2	-1.3	4.2	-5.7	-7.2	3.8	-0.1	-0.2
CCCn1c(SCC(=O)Nc2nnc(C)s2)nnc1C1CC1	3.8	2.3	2.2	0.1	5.3	-5.5	-8.2	-5.7	-3.7	-0.7
C=CCn1c(SCC(=O)Nc2ccccc2-c2ccccc2)nnc1-c1ccccc1	2.9	.	-9.0	.	-11.8	-3.5	-16.5	.	-5.8	1.6
Cc1cccc(C)c1NC(=O)CN(C)C(=O)c1cc(S(=O)(=O)N2CCOCC2)ccc1N1CCCC1	4.3	-5.6	1.9	3.2	0.1	0.6	7.9	-2.5	2.3	-2.1
